Bcl-xL primary = inhibitors of human Bcl-xL, primary screen, biochemical, fluorescence polarization, HTS | Bcl-2-like protein 1 (Homo sapiens), Q07817 | GST-Bcl-xL / FITC-Bim BH3 peptide fluorescence polarization | inhibition, % at 10.9 µM | 0.7% of 320,000 active;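 active means inhibition above the mean of all tested compounds plus 3 SD, cutoff set per campaign, cut at about 30% in these data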;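 further: 0% = DMSO wells and 100% = unlabeled Bim-BH3 peptide competitor; inhibitors lower millipolarization by displacing the labeled peptide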
Target sequence (Q07817 whole entry, looked up): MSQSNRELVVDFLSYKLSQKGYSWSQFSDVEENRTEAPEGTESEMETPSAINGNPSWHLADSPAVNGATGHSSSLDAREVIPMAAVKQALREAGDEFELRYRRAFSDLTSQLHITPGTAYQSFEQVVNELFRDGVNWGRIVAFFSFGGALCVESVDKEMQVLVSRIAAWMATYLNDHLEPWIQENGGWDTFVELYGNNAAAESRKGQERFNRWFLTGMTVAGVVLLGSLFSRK
GLD-1 RNA inh = GLD-1/TGE RNA complex disruptors, primary screen, biochemical, fluorescence polarization; Female germline-specific tumor suppressor gld-1 (Caenorhabditis elegans), Q17339; purified GLD-1 + fluorescein TGE RNA; inhibition, % at 5.96 µM; 0.44% of 320,000 active; AID 2280, 2010;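 active means percent inhibition above a per-plate cutoff, the plate mean of test compounds plus 3 SD, cut at about 30% in these data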;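 further: 0% = DMSO wells with GLD-1 and probe and 100% = wells lacking GLD-1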
GRK2 aptamer HTS = compounds blocking aptamer binding on GRK2 – biochemical, human GRK2, bead flow cytometry, HTS, primary screen | Beta-adrenergic receptor kinase 1 (Homo sapiens), P25098 | FAM-aptamer displacement from GRK2 | inhibition of aptamer binding, % at 10 µM | 0.59% of 330,000 active;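 active means inhibition of aptamer binding above 40%, roughly 3 SD of noise, on plates passing a quality check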;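 further: median bead fluorescence of bound FAM aptamer so fluorescent compounds give negative values; no value below 0 was filed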
Target sequence (P25098 whole entry, looked up): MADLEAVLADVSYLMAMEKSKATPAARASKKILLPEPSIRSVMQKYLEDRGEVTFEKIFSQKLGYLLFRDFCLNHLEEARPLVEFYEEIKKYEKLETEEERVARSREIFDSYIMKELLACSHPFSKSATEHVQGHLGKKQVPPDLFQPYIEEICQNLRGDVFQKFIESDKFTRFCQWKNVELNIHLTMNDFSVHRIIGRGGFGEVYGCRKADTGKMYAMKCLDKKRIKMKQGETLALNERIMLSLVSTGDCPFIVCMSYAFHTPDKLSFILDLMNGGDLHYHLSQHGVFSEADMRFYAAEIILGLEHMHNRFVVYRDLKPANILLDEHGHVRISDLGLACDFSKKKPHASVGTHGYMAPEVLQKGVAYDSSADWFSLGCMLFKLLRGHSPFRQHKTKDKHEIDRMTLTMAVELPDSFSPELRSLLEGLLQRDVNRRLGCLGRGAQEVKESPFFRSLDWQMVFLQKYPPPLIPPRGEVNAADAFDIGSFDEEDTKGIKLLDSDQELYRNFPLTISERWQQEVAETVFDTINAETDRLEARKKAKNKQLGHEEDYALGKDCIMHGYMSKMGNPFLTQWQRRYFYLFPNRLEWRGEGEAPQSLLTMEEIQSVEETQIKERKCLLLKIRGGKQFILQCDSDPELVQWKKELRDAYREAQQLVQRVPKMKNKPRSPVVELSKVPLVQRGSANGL
Yeast superoxide = reduction of superoxide in aged yeast, primary screen, HTS | superoxide response (% of plate mean), % at 10 µM | AID 2690, 2010 | S. cerevisiae aged cells, superoxide DHE fluorescence; hits give low values | 0.18% of 330,000 active;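 active means superoxide response under a set limit, about three screen SD below normal, cut at about 65% in these data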;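 further: yeast aged for seven days with compound at 30 °C before DHE staining; 100% = average MFI of all compound-treated wells on the plate with controls excluded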
MCL1 BIM primary = inhibitors of MCL1 binding to BIM-BH3, primary screen, biochemical, fluorescence polarization; GST-MCL1 / FITC-Bim-BH3 fluorescence polarization; AID 2057, 2009; Induced myeloid leukemia cell differentiation protein Mcl-1 (Homo sapiens), Q07820; 0.68% of 320,000 active; inhibition, % at 10.9 µM;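 active means inhibition above the mean inhibition of all tested compounds plus 3 SD, set per campaign, cut at about 40% in these data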;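 further: 0% = DMSO wells and 100% = unlabeled Bim-BH3 peptide control; higher means more loss of mP so more displacement of Bim peptide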
CIT2-GFP yeast = modulators of CIT2-GFP expression in yeast, primary screen, S. cerevisiae, GFP fusion, multiplex flow cytometry, MLPCN library; 0.065% of 320,000 active; S. cerevisiae CIT2-GFP strain, 3 h; 100 means same as DMSO wells; GFP response vs DMSO, % at 10 µM; AID 2029, 2009;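 active means GFP response relative to DMSO above a set limit, near the screen mean plus 3 SD, cut at about 150% in these data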;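 further: ratio of well median GFP fluorescence to mean of DMSO wells on the plate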
MEX-5 binding = MEX-5 zinc finger RNA-binding disruptors – biochemical, C. elegans, fluorescence polarization, MLPCN library, primary screen; activity score (negative = inhibition of binding), % at 10 µM; Zinc finger protein mex-5 (Caenorhabditis elegans), Q9XUB2; MEX-5/FITC-TCR2 RNA binding; hits give low values; 0.38% of 300,000 active;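 active means inhibition past about -25% in most replicates, and total fluorescence under double the plate's negative control median, limit read from the data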;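 further: 0% = DMSO and -100% = 5 µM competing unlabeled TCR2 RNA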
VLA-4 inh = inhibition in human VLA-4 binding assay, primary screen, VLA-4 allosteric modulator project, MLPCN library, flow cytometry, VLA-4 expressing cells | inhibition, % (about 7 µM as worked out from the volumes in the protocol) | 0.2% of 330,000 active | ligand binding flow cytometry | Integrin alpha-4 (Homo sapiens), P13612; in the data active means inhibition above about 50%
AGP1-GFP MLPCN = modulators of AGP1-GFP expression in yeast TOR pathway, primary screen, cell-based, multiplex flow cytometry, S. cerevisiae, MLPCN library. 3 h; GFP as percent of DMSO wells. GFP response vs DMSO, % at 10 µM. 0.02% of 320,000 active. AID 2066, 2009;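 active means GFP response relative to DMSO above a set limit, near screen average plus 3 SD, cut at about 150% in these data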;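 further: median GFP channel fluorescence of the gated AGP1 strain per well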
Starred values were filed as active, the others as inactive; / = not tested or not shown. An unsorted share of the library; overall some 2.1% were active at least once.

mol,Bcl-xL primary,GLD-1 RNA inh,GRK2 aptamer HTS,Yeast superoxide,MCL1 BIM primary,CIT2-GFP yeast,MEX-5 binding,VLA-4 inh,AGP1-GFP MLPCN
Cc1ccc(S(=O)(=O)N(CCO)Cc2ccccc2)cc1,2,2,0,104,5,104,-2.3,7,99
Cc1ccc(CN(C)C(=O)CN2C(=O)NC(c3ccccc3)(c3ccccc3)C2=O)c(C)c1,0,4,3,85,-1,82,/,-10,94
CCCc1cc(=O)oc2c(CN3CCN(C)CC3)c(O)c(Cl)cc12,3,5,0,123,10,97,-0.6,-9,98
O=[N+]([O-])C(=C1NCCN1)C(Cl)=C(Cl)Cl,9,7,0,84,-5,96,1.9,-1,100
O=C(/C=C/c1ccc(Cl)cc1)N1CCN(c2ccc(Cl)cc2[N+](=O)[O-])CC1,1,4,1,99,3,94,4.6,10,94
COc1ccc(/C=N/NS(=O)(=O)c2ccccc2)cc1OS(=O)(=O)c1ccc(C)cc1,3,5,3,104,6,91,1.1,-28,106
COc1ccc(-c2csc(NC(=O)CSc3nc(C)nc4sc(C(=O)O)c(C)c34)n2)cc1,15,-5,1,101,8,102,0.1,9,111
Oc1ccc(/C=N/Nc2ncnc3nc[nH]c23)cc1,6,-1,2,98,-4,98,-29*,6,107
CS(=O)(=O)N(CC(=O)N1CCC(C(N)=O)CC1)c1cc(C(F)(F)F)ccc1Cl,2,-2,0,103,-2,98,-1.7,1,102
Cn1c(-c2ccc(Br)cc2)cnc1NCc1cccnc1,5,5,0,100,3,102,-1.6,17,98
COC(=O)Cc1c(C)c2c(O)cc(C)cc2oc1=O,5,10,0,103,4,108,0.6,10,105
Cc1cc(C)c(S(C)(=O)=O)c(Sc2ccc(Cl)cc2)n1,0,10,0,85,0,91,-0.2,-9,93
COc1ccccc1S(=O)(=O)Cc1ccc(C(=O)N2CCN(c3ccccc3)CC2)o1,2,4,1,131,11,/,1.2,4,93
O=C(COC(=O)c1ccccc1Br)NCc1ccccc1,0,1,0,100,3,92,2.7,31,94
CCOC(=O)c1cc(-c2ccncc2)nc2c1c(C)nn2C,8,3,4,93,8,104,-2.6,-11,93
CCn1cc(C(=O)N(C)CC(OC)OC)c(=O)c2cc(S(=O)(=O)N3CCOCC3)ccc21,-3,3,2,90,-3,112,-2.7,0,106
CSc1ccc(CN2CCN(Cc3ccccc3)C(CCO)C2)cc1 (centres undefined),-5,4,0,96,-1,96,0.4,-14,97
O=C(O)c1ccccc1CSc1nc2ccccc2o1,-8,4,1,99,-6,84,2.6,4,90
CC(C)Cn1c(N)c(C(=O)COC(=O)C2CC(=O)N(c3ccc4c(c3)OCCO4)C2)c(=O)n(C)c1=O (centres undefined),-4,2,2,98,-3,90,0.8,10,104
CCOc1ccc(CC(=O)NNC(=S)NCCc2ccccc2)cc1,2,2,1,99,2,96,1.4,-4,101
Cc1c(/C=C/C(=O)c2ccc(O)cc2)cnn1C,7,2,1,107,2,96,-3.8,-2,97
CCC1SC2=NC(C)=C(C(=O)OC)C(c3cccs3)N2C1=O (centres undefined),-5,1,0,88,5,76,1.6,2,98
C[N+](C)(C)CCCCCC(=O)/C=N/O,-3,2,0,100,-20,105,0.5,33,100
COc1ccc(NC(=O)Cn2cnc3c(oc4nc5c(cc43)COC(C)(C)C5)c2=O)cc1,4,-6,2,104,1,102,1.7,4,107
COc1cccc(N(CC(=O)NCCSc2ccccn2)S(C)(=O)=O)c1,0,-2,2,95,3,98,1.4,8,89
COC(=O)C1=C(O)/C(=C\c2ccc(OCC(=O)Nc3ccccc3)cc2)N=C1C,4,-2,3,103,6,97,0.1,-1,85
CC(C)(C)OC(=O)C[C@@H]1C/C=C\C[C@@H](CC(=O)N(CCO)Cc2ccccc2)C(=O)N[C@H](Cc2ccccc2)COC1=O,/,3,2,93,/,96,/,10,99
COc1ccc(C2CC(c3ccccc3)=NN2c2ccc(S(N)(=O)=O)cc2)cc1OC (centres undefined),-17,9,0,101,-23,98,3.7,-5,94
O=C(CSc1nnc(-c2ccc(S(=O)(=O)N3CCCC3)cc2)n1CC1CCCO1)NC1CC1 (centres undefined),-1,-5,0,85,-8,106,0.8,-2,109
CC(=O)Oc1cccc(N2C(=O)c3ccc(C(=O)Nc4cccnc4)cc3C2=O)c1,4,2,4,100,-2,99,0.4,29,94
CC(=O)c1ccc(N2Cc3ccccc3/C2=N\C(=O)Nc2ccccc2)cc1,3,3,1,96,3,89,4.3,-9,99
CN(Cc1ccccc1)C(=O)c1ccccc1NC(=O)C1CC1,4,1,1,114,-1,106,-1.8,9,109
CC1CCCC(C)N1C(=O)CSc1nc(N)cc(N)n1 (centres undefined),8,4,6,95,6,98,2.1,10,101
COc1ccc2nc(NC(=O)C(NS(=O)(=O)c3cccc4nsnc34)C(C)C)sc2c1 (centres undefined),-8,0,8,112,-12,101,/,0,109
C/C(Cc1ccccc1)=N\NC(=O)c1ccc(F)cc1,3,5,1,96,11,101,0.3,2,96
O=C(c1ccc2ccccc2n1)N1CCN(S(=O)(=O)c2ccc(Cl)cc2)CC1,/,2,3,83,/,101,/,-3,97
O=C(COC(=O)CC1CC2CCC1C2)Nc1ccc(Cl)c(S(=O)(=O)N2CCOCC2)c1 (centres undefined),3,3,0,112,-1,98,/,-6,105
Cc1ccc(N2CN(Cc3cccnc3)CNC2=S)c(C)c1,8,-3,0,96,10,96,2.4,4,104
O=C1CC(C(=O)Nc2ccc(Cl)c(Cl)c2)S/C(=N\N=C\c2ccco2)N1 (centres undefined),3,8,0,110,6,104,3.2,11,114
O=C(C1=COCCO1)N1CCN(S(=O)(=O)c2cccc(Br)c2)CC1,3,-2,0,96,6,95,/,4,93
CCn1cc(C(=O)N2CCCC2)c(=O)c2cc(S(=O)(=O)N(C)C)ccc21,2,-3,14,88,2,100,-2.5,14,101
O=Cc1cccn1-c1ncc(Br)cn1,1,-7,2,89,-1,100,2.2,0,103
CC(=O)OC1CC(C)(C)N(OC(=O)c2ccc(N)cc2)C(C)(C)C1,0,4,0,85,7,95,/,6,99
O=C(CN(c1cccc(C(F)(F)F)c1)S(=O)(=O)c1ccc(Cl)c([N+](=O)[O-])c1)NCc1ccccc1,-1,6,0,87,14,92,0.6,12,86
CCOc1ccccc1NC(=O)Cn1c(=O)n(-c2ccc(OC)cc2OC)c(=O)c2c(C)c(C(=O)N(CC)CC)sc21,1,-6,0,96,4,105,3.7,4,89
Cc1nc2ccc(S(=O)(=O)N(C)CC(=O)NCCc3ccccc3)cc2s1,7,5,2,106,3,89,0.5,5,98
CCOC(=O)c1[nH]c(C)c(CCC(=O)OC)c1C,8,2,2,94,3,102,-0.9,2,105
CCn1c(=O)c(C(=O)CN2CCOCC2)c(N)n(Cc2ccccc2)c1=O,5,-1,3,77,-2,92,-1.1,12,93
COc1cccc(C(=O)Nc2nnc(S(=O)(=O)N3CCCCC3)s2)c1,0,2,0,118,5,88,-0.2,13,87
COc1ccccc1C1CCN(C(=O)c2cccs2)CC1,-5,-4,4,113,4,/,-1.9,-2,/
Cc1occc1C(=O)NCc1ccco1,8,-3,20,77,16,111,-1.8,-5,104
O=C(C[n+]1cc(-c2ccc(F)cc2)n2c1CCC2)N1c2ccccc2Sc2ccccc21,2,-7,0,99,-8,96,1.2,18,87
CN1C(=O)NC(c2ccc(Cl)cc2)C2=C1CC(C)(C)CC2=O (centres undefined),4,0,0,117,8,97,2.0,2,92
COc1ccc(-c2csc(Cc3nnc(N4CCOCC4)n3-c3ccccc3)n2)cc1OC,1,9,2,118,-6,106,3.3,-4,96
CCN(CC)C(CNS(=O)(=O)c1ccc(Cl)cc1)c1ccccc1 (centres undefined),0,6,0,85,1,97,3.2,24,97
O=C(Nc1ccncc1)Nc1cccc(Cl)c1Cl,/,/,0,96,/,90,-5.0,0,96
O=C(Cc1c(F)cccc1Cl)Nc1ccccc1C(=O)N1CCOCC1,5,5,0,96,1,122,-0.2,-5,103
CC(=O)c1sc(NC(=O)c2ccccc2)nc1-c1ccccc1,-2,5,0,85,1,108,1.5,18,106
Cc1ccccc1Nc1c([N+](=O)[O-])ccc2nonc12,3,-6,0,96,1,103,1.1,12,102
CC12CCC(C)(c3nc4ccccc4nc31)C2(C)C,3,-2,1,105,2,106,-1.8,16,103

Part of the list above, as labelled records.
C/C(Cc1ccccc1)=N\NC(=O)c1ccc(F)cc1
  Bcl-xL primary = 3; GLD-1 RNA inh = 5; GRK2 aptamer HTS = 1; Yeast superoxide = 96; MCL1 BIM primary = 11; CIT2-GFP yeast = 101; MEX-5 binding = 0.3; VLA-4 inh = 2; AGP1-GFP MLPCN = 96

O=C(/C=C/c1ccc(Cl)cc1)N1CCN(c2ccc(Cl)cc2[N+](=O)[O-])CC1
  Bcl-xL primary = 1; GLD-1 RNA inh = 4; GRK2 aptamer HTS = 1; Yeast superoxide = 99; MCL1 BIM primary = 3; CIT2-GFP yeast = 94; MEX-5 binding = 4.6; VLA-4 inh = 10; AGP1-GFP MLPCN = 94

The results go on:
mol,Bcl-xL primary,GLD-1 RNA inh,GRK2 aptamer HTS,Yeast superoxide,MCL1 BIM primary,CIT2-GFP yeast,MEX-5 binding,VLA-4 inh,AGP1-GFP MLPCN
COC(=O)Cc1csc(/N=C/c2c(O)n(-c3cccc(C(F)(F)F)c3)c(=O)c3ccccc23)n1,-7,-5,0,103,-15,99,-3.5,-4,87
CN1CCN(CCCNC(=O)CN2C(=O)COc3ccccc32)CC1,2,-5,2,102,5,102,-1.9,0,99
CC(=O)Oc1c(C)c(OC(C)=O)c2c(c1C(C)=O)OC1CC(=O)C(C(C)=O)=C(O)C21C (centres undefined),-3,6,3,97,-9,82,-2.5,5,66
COC(=O)c1c(NC(=O)C2CC(=O)NN2Cc2ccccc2)sc(C)c1C (centres undefined),1,-3,3,107,3,95,0.6,-4,93
NC(=O)NCCc1ccccc1,1,5,3,105,5,89,-2.2,5,87
CC(=O)Nc1ccc(S(=O)(=O)N(C)CC(=O)N/N=C/c2ccncc2)cc1,-4,-5,2,109,-12,99,0.2,10,109
O=C(CCc1ccc(Oc2cc([N+](=O)[O-])cc([N+](=O)[O-])c2)cc1)N1CCCCCC1,2,7,1,95,14,97,-0.7,7,100
COc1c(F)cc2[nH]c3c(c2c1F)CCNC3=O,3,-1,1,98,1,99,-0.6,-16,104
CC1CN(C(=O)c2ccc(NS(=O)(=O)c3ccc(F)cc3)cc2)CC(C)O1 (centres undefined),2,3,0,100,4,104,3.0,1,96
Cc1cc(-c2ccccc2)nc(N(C)NC(=O)C2CC2)c1S(C)(=O)=O,2,4,0,99,5,105,-1.8,0,114
O=C(NC(=S)Nc1cc(S(=O)(=O)N2CCOCC2)ccc1N1CCOCC1)c1ccco1,-3,6,3,101,-2,94,-1.5,35,101
CCOc1ccc(CN(C)CC(=O)Nc2ccc(N3CCOCC3)cc2)cc1OC,1,4,0,97,7,93,1.5,24,96
